Screening data: PubChem, several laboratories
MC4R ag barr = MC4R agonists recruiting beta-arrestin, primary screen, cell-based, luminescence, agonist arm of biased-ligand search; 360,000 compounds, 0.98% hits; Melanocortin receptor 4 (Homo sapiens), P32245; activation, % at 8.9 µM; U2OS MC4R beta-arrestin complementation; percent of melanotan II response, DMSO zero;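 active means activation above a per-plate cutoff, the mean activation of sample wells on that plate plus 3 SD, cut at about 8% in these data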
Target sequence (P32245 whole entry, looked up): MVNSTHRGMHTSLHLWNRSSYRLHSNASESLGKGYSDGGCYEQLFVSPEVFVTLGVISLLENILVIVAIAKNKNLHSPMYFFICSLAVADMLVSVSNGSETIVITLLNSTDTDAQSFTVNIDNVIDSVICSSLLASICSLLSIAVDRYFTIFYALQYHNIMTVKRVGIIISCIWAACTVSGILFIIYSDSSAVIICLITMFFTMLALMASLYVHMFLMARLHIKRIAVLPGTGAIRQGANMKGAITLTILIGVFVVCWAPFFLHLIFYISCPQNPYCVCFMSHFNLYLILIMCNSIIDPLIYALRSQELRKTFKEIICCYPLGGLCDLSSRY
aDG glyco up = activators of alpha-DG glycosylation, primary screen, uHTS, Pro5-aDG cells, AlphaScreen | alpha-DG glycosylation AlphaScreen (IIH6); 0% Pro5, 100% B10-LARGE cell signal | activation, % at 10 µM | 360,000 compounds, 0.22% hits | AID 624168, 2012;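 active means activation of at least 8% versus controls, or a plate z-score of at least 8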;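 further: Pro5 are CHO cells carrying HIG-tagged alpha-DG that lacks glycosylation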
iPSC survival up = enhancers of single-cell hiPSC survival, primary screen, ATPlite luminescence. survival enhancement, % at 20 µM. 100% = ROCK inhibitor wells, 0% = DMSO. AID 602274, 2012. 360,000 compounds, 0.044% hits; in the data active means survival enhancement above about 18%;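 further: cells exposed to compounds for 16 hours before the ATP read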
Glyco luc inh = increase of ERlucT glycosylation luciferase signal, primary screen, N-linked glycosylation inhibitor project, D54 ERlucT cells, luminescence, set 2; D54 ERlucT glycosylation luciferase reporter, 24 h; percent of 100 nM tunicamycin response; AID 588692, 2011; 360,000 compounds, 0.23% hits; reporter increase, % at 12.5 µM;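 active means mean luciferase reporter signal, scaled so untreated is 0 and the glycosylation-blocking control 100, at or above a set limit in every replicate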;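 further: luciferase carries N-glycosylation sites so blocking glycosylation raises the light; 0% = median of neutral control wells and 100% = median of 100 nM tunicamycin wells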
m5-HT2A agonist = mouse Htr2a agonists via beta-arrestin recruitment, primary screen, cell-based, luminescence. 360,000 compounds, 0.66% hits. AID 624169, 2012. CHO-K1 mHTR2A beta-arrestin complementation; percent of 30 µM serotonin response. activation, % at 7.6 µM. 5-hydroxytryptamine receptor 2A (Mus musculus), P35363;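 active means activation above a run cutoff, the mean activation of all tested compounds plus 3 SD, cut at about 14% in these data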;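 further: 0% = plate median of compound wells and 100% = 30 µM serotonin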
Target sequence (P35363 whole entry, looked up): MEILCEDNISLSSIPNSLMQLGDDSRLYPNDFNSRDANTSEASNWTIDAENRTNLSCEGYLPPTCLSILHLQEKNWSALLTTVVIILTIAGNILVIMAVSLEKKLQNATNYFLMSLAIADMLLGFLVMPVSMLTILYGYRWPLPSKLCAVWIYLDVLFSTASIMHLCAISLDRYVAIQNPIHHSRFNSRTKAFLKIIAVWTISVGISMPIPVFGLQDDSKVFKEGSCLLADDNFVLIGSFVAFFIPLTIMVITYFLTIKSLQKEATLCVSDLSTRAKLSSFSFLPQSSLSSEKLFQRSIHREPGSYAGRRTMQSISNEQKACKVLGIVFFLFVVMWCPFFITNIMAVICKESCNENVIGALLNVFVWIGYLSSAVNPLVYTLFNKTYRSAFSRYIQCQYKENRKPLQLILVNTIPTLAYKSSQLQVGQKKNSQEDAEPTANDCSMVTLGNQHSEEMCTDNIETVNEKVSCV
ABHD5-PLIN5 inh = ABHD5-PLIN5 interaction inhibitors, primary screen, cell lysate, split luciferase complementation, luminescence. Perilipin-5 (Homo sapiens) + 1-acylglycerol-3-phosphate O-acyltransferase ABHD5 (Homo …. Split G. princeps luciferase complementation, 4 h. inhibition, % at 4 µM. 360,000 compounds, 0.78% hits. AID 602281, 2012;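 active means inhibition above the mean inhibition across every tested compound plus 3 SD, cut at about 22% in these data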;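 further: 0% = DMSO only wells and the 100% control is not disclosed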
H9c2 protect = cardioprotection against H2O2-induced cell death, primary screen, uHTS, H9c2 cells, ATPLite luminescence. 360,000 compounds, 0.63% hits. protection from H2O2 cell death, % at 20 µM. H9c2 cardiomyocytes, H2O2 injury protection, 2 h;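 active means compounds giving at least 50% protection of heart cells from peroxide-induced death in the single-dose screen, raw or plate-pattern-corrected value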;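 further: 0% = DMSO wells with peroxide and 100% = DMSO wells without peroxide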
Granule exo inh = LAMP-1 surface exposure blockers, TALL-104 cells – cell-based, flow cytometry, MLPCN library, primary screen. TALL-104 LAMP-1 surface exposure; cells stimulated with thapsigargin and PMA. inhibition, % at 10 µM. 360,000 compounds, 0.66% hits;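 active means inhibition above about 55%, limit read from the data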
ABCB6 inh 2 = ABCB6 transporter inhibitors, primary screen, K562-ABCB6 cells, flow cytometry, MLPCN library; K562-ABCB6 porphyrin accumulation, 1 h; active compounds read low; fluorescence ratio to DMSO, % at 10 µM; 360,000 compounds, 0.19% hits; AID 602162, 2011;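 active means fluorescence ratio to DMSO below 75%, the collection mean minus 3 SD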;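 further: signal is porphyrin accumulated inside mitochondria; 100% equals median channel fluorescence of DMSO control wells; lower ratio means ABCB6 inhibition with less porphyrin fluorescence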
MC4R antagonist = MC4R antagonists of cAMP signaling, primary screen, cell-based, TR-FRET, antagonist arm of biased-ligand search; Melanocortin receptor 4 (Homo sapiens), P32245; MC4R-expressing cells, MTII-stimulated cAMP, LANCE TR-FRET; inhibition, % at 6.5 µM; 360,000 compounds, 0.48% hits; AID 540295, 2011;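 active means inhibition above its plate's cutoff, the mean of tested wells on that plate plus 3 SD, cut at about 29% in these data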;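 further: 0% = Melanotan II alone and 100% = Melanotan II plus saturating MCL0020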
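System – human MC4R-expressing U2OS cells · Also added – Melanotan II · Dosing – one concentration, 6.5 µM nominal · Timing – 30-min compound, 1-h challenge, 1-h detection, room temperature · Measured by – Eu-cAMP/anti-cAMP TR-FRET, emission 671 nm · Replicates – singlicate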
Starred values were filed as active, the others as inactive; / = no result given.

Value order: MC4R ag barr	aDG glyco up	iPSC survival up	Glyco luc inh	m5-HT2A agonist	ABHD5-PLIN5 inh	H9c2 protect	Granule exo inh	ABCB6 inh 2	MC4R antagonist
[1] CSc1oc(-c2ccccc2)nc1C(N)=O
 : -0.5	-0.2	-0.2	4	0	3	2	1	100	1
[2] C=C(C)c1ccc(C(C)(C)NC(=O)NCc2ccco2)cc1
 : -0.1	0.6	4.8	-1	-3	1	-3	4	105	8
[3] O=C(N/N=C/c1ccccc1F)NC1CCCCC1
 : -0.1	0.1	-0.6	0	-3	6	-5	-1	100	3
[4] O=C(CNC(=O)c1ccncc1)N/N=C/c1cc(Br)ccc1OCc1ccccc1
 : -1.8	0.3	0.2	4	-5	4	9	23	99	0
[5] COc1ccc(C(=O)C2CCCN(C(=O)c3cc(C)on3)C2)cc1F (stereo not drawn)
 : -2.1	0.1	-0.3	0	1	3	-2	-1	103	-9
[6] Cn1c(N)c(C(=O)COC(=O)Cc2ccc(Br)cc2)c(=O)n(C)c1=O
 : -2.0	0.0	2.0	2	6	7	-3	-8	94	9
[7] CCn1c(SCC(=O)Nc2cc(OC)ccc2OC)nnc1C1CCCCC1
 : -1.1	0.2	-2.6	-1	-4	0	-8	-2	102	3
[8] O=C(c1ccc(F)cc1)c1c[nH]c(C(=O)NCCCN2CCOCC2)c1
 : -0.9	-0.2	-2.0	-4	-8	1	-5	0	99	6
[9] COc1cc(NC(=S)NC(=O)c2ccc(C(C)(C)C)cc2)ccc1NC(=O)c1cccs1
 : -2.7	0.1	-3.3	-9	1	-1	-8	9	103	2
[10] COc1ccc(N(CC(=O)N2CCN(Cc3ccccc3)CC2)S(C)(=O)=O)c(OC)c1
 : -2.0	-0.1	-0.5	2	1	-17	1	-4	92	-2
[11] O=C(c1cccc(-c2ccccc2F)c1)N1CC[C@@H](N2CCC(O)CC2)[C@H](O)C1
 : -3.5	-0.1	0.2	1	5	-2	2	-8	95	7
[12] CCOc1ccc(-n2nnnc2SCC(=O)c2ccccc2)cc1
 : 16*	-0.1	-1.3	4	6	-1	-16	-6	100	10
[13] CCOC(=O)CCCNC(=O)COC(=O)c1cc(C)cc(C)c1
 : -1.2	1.8	-0.9	1	0	6	2	-2	92	5
[14] Cc1c(C(=O)N2CCCc3ccccc32)oc2ccccc12
 : -1.0	0.1	-0.5	0	0	-6	0	19	97	5
[15] CN1c2ccccc2-c2nc3ccccc3n2C1c1ccco1 (stereo not drawn)
 : 0.0	0.7	-1.0	1	-1	0	3	0	152	10
[16] O=C(O)CNC(=O)c1ccc(NC(=O)/C(=C/c2ccccc2)NC(=O)c2ccco2)cc1
 : -0.9	-0.3	-0.1	1	3	-1	14	15	98	-1
[17] O=C(COC(=O)c1cc(S(=O)(=O)N2CCOCC2)ccc1Cl)Nc1ccc2c(c1)OCO2
 : -0.7	-0.2	-1.0	2	-1	-1	6	-2	86	18
[18] O=C(C1CCC(=O)N(C2CC2)C1)N1CCC(Oc2cccc(C(F)(F)F)c2)CC1 (stereo not drawn)
 : -2.1	0.5	0.2	0	1	6	-5	-1	100	1
[19] CCCCN(C)C(=O)C(Cc1ccccc1)NS(=O)(=O)c1ccc2c(c1)CCC(=O)N2 (stereo not drawn)
 : 0.1	0.0	2.3	-1	4	-4	-1	20	103	13
[20] CN(C)S(=O)(=O)c1ccc(/C(O)=C2/C(=O)C(=O)N(Cc3cccnc3)C2c2ccncc2)cc1 (stereo not drawn)
 : -0.6	-0.4	1.9	1	0	2	2	-3	101	1

Another view of part of the listing above:
| nr | Molecule | MC4R ag barr | aDG glyco up | iPSC survival up | Glyco luc inh | m5-HT2A agonist | ABHD5-PLIN5 inh | H9c2 protect | Granule exo inh | ABCB6 inh 2 | MC4R antagonist |
| --- | --- | --- | --- | --- | --- | --- | --- | --- | --- | --- | --- |
| 10 | COc1ccc(N(CC(=O)N2CCN(Cc3ccccc3)CC2)S(C)(=O)=O)c(OC)c1 | -2.0 | -0.1 | -0.5 | 2 | 1 | -17 | 1 | -4 | 92 | -2 |
| 3 | O=C(N/N=C/c1ccccc1F)NC1CCCCC1 | -0.1 | 0.1 | -0.6 | 0 | -3 | 6 | -5 | -1 | 100 | 3 |

The results go on:
Value order: MC4R ag barr	aDG glyco up	iPSC survival up	Glyco luc inh	m5-HT2A agonist	ABHD5-PLIN5 inh	H9c2 protect	Granule exo inh	ABCB6 inh 2	MC4R antagonist
[21] O=C(O)CC1NC(=O)N(c2ccc(Cl)cc2)C1=O (stereo not drawn)
 : -0.4	0.1	-2.2	0	-4	12	-6	0	96	1
[22] CC(=O)CNc1ccc(S(=O)(=O)N/N=C/c2ccccc2)cc1
 : -1.3	0.8	-0.2	1	-1	-4	0	4	93	2
[23] COc1cc2cnc(-c3ccccc3)c(-c3cc(OC)c(OC)c(OC)c3)c2cc1OC
 : 1.3	-0.1	-1.4	1	-1	5	12	-1	94	-6
[24] CCOC(=O)C1=CN(Cc2cccc(F)c2)S(=O)(=O)N(C)C1c1ccc(F)c(Cl)c1 (stereo not drawn)
 : -2.6	0.1	-0.7	-1	-1	1	-14	4	94	6
[25] Cc1cc(C)nc(Nc2ncc(O)n2-c2ccc(Br)cc2)n1
 : -1.9	0.1	-1.0	2	1	-6	8	-5	96	1
[26] O=C(c1cccc(COc2cccc3ccccc23)c1)N1CCCC1
 : 0.8	0.3	-1.4	-8	-5	2	-7	0	96	7
[27] CCOc1ccc(S(=O)(=O)N(CC)CC)cc1NC(=O)c1ccc(N2CCCC2=O)cc1
 : 0.8	1.6	0.2	-3	13	-6	4	3	88	0
[28] NCCCC[C@@H]1NC(=O)[C@H](CCC(=O)O)NC(=O)c2cc([N+](=O)[O-])cc(I)c2SC[C@@H](C(=O)NCC(N)=O)NC1=O
 : 0.2	0.5	1.2	-1	6	-4	12	-4	100	-1
[29] CCN(CC)S(=O)(=O)c1ccc(CNC(=O)CN2C(=O)NC3(CCc4ccccc43)C2=O)cc1 (stereo not drawn)
 : -2.1	-0.1	-0.3	0	12	-7	0	2	98	-9
[30] CCOc1ccc(OC(=O)C(CCS(C)(=O)=O)N2C(=O)c3ccccc3C2=O)cc1 (stereo not drawn)
 : 2.5	-0.2	-0.5	-4	0	-2	3	4	100	7
[31] Cc1ccccc1OCCC(=O)OCC(=O)NC1CCCCC1
 : -1.6	-0.1	-0.3	1	1	9	0	-3	106	7
[32] COc1ccc(N=C2NC(=O)/C(=C/C=C/c3ccccc3)S2)cc1
 : -2.0	0.0	0.8	0	4	0	-6	2	98	-3
[33] CC(=O)NC(CC(=O)NNC(=O)c1cc2ccccc2cc1O)c1ccccc1 (stereo not drawn)
 : -1.2	-0.4	-0.3	1	-2	-2	29	-1	97	5
[34] CC1(C)CC(=O)C2=C(C1)N=C1c3ccccc3C(=O)C1C2c1ccc(Cl)cc1 (stereo not drawn)
 : -1.7	1.8	-1.8	-4	-8	22*	-20	34	97	8
[35] COC(=O)C1(C(=O)OC)C[C@H](c2ccccc2)N(Cc2ccccc2OC)[C@@H]1c1ccccc1
 : /	0.5	/	/	-5	-8	/	-1	/	/
[36] CCOC(=O)c1c(C)[nH]c(C(=O)OC(C)C(=O)NC2(C#N)CCCCC2)c1C (stereo not drawn)
 : -0.8	0.0	-2.8	0	-1	-1	3	-10	91	3
[37] COc1ccc(NC(=O)CC(c2ccc(F)cc2)c2ccc(OC(C)C)cc2)cc1 (stereo not drawn)
 : 15*	1.8	-0.1	-5	2	-6	7	-12	99	9
[38] COC(=O)c1sccc1S(=O)(=O)Nc1ccc(N2CCCCC2)cc1
 : 1.1	-0.2	-0.6	-3	-7	-5	-10	16	102	2
[39] CNC(=O)C1=C(C)Nc2nc3ccccc3n2C1c1ccc(F)cc1 (stereo not drawn)
 : 1.4	0.1	-0.6	2	4	2	-1	-2	95	17
[40] COc1cc(NC(=O)C2COc3ccccc3O2)c(OC)cc1Cl (stereo not drawn)
 : -0.7	0.3	7.5	2	-6	0	-11	33	92	8

With a hit mark in ABHD5-PLIN5 inh, among the entries above:
no. | compound | MC4R ag barr | aDG glyco up | Glyco luc inh | m5-HT2A agonist | ABHD5-PLIN5 inh | Granule exo inh | ABCB6 inh 2 | MC4R antagonist
34 | CC1(C)CC(=O)C2=C(C1)N=C1c3ccccc3C(=O)C1C2c1ccc(Cl)cc1 (stereo not drawn) | -1.7 | 1.8 | -4 | -8 | 22* | 34 | 97 | 8

(list continues)
Value order: MC4R ag barr	aDG glyco up	iPSC survival up	Glyco luc inh	m5-HT2A agonist	ABHD5-PLIN5 inh	H9c2 protect	Granule exo inh	ABCB6 inh 2	MC4R antagonist
[41] Cc1cc(C)cc(OCCN2CCOCC2)c1
 : -0.4	-0.1	-0.1	0	-4	-10	15	-10	101	-2
[42] CCOC(=O)CCc1c(C)c(C#N)c2[nH]c3ccccc3n2c1=O
 : 1.9	0.4	15	4	2	-3	-9	1	98	2
[43] O=C(Nc1nccs1)C1CCCN1/C=C/C(=O)C(F)(F)F (stereo not drawn)
 : 0.2	0.0	-0.6	2	-2	3	-4	0	97	-1
[44] CC1(C)CC2(CCO1)OC(=O)CC2C(=O)Nc1c(Cl)cccc1Cl (stereo not drawn)
 : 2.7	-0.1	-0.1	0	-2	-3	-2	0	97	21
[45] O=C(O/N=C1\CCS(=O)(=O)c2sccc21)c1ccc(F)cc1
 : 1.4	-0.7	-0.1	-1	3	7	8	1	98	12
[46] Cc1cc(NC(=O)COC(=O)c2ccc(S(=O)(=O)N3CCCc4ccccc43)cc2)no1
 : 0.4	-0.3	-5.7	19	4	1	-18	6	101	-18
[47] Cc1cc(C)nc(N2CCCC(C(=O)NC3CC3)C2)n1 (stereo not drawn)
 : -0.1	0.1	-0.1	1	2	-9	-2	-6	97	8
[48] NC(=O)c1cnn2c(C(F)(F)F)cc(-c3ccccc3)nc12
 : 0.6	0.4	3.6	3	-1	9	8	-2	92	4
